# Compound activity as filed in PubChem BioAssay.
# HEK293 cAMP cs = qHTS Assay for Agonists of the Thyroid Stimulating Hormone Receptor: Activators of Intracellular cAMP Concentrations in Parental HEK 293; parental HEK293 CNG cAMP sensor, membrane potential fluorescence; Potency, µM (titrated, usually from 57.1 µM), inactives show at the top dose activation, most hits filed as activators; 73,000 tested, 2.5% active; AID 938, 2007; note: potency is the fitted concentration of half-maximal effect; % of control where 0% means no effect; nearly all actives have a fitted effect of over 55% in size
#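 Counterscreen for endogenous-receptor signalling: CNG-channel HEK 293 cells report cAMP rise by membrane depolarization. After 60 min dye equilibration with 100 uM RO 20-1724, compounds incubated 30 min before bottom-read fluorescence at 590 nm.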
# Tau filament bind = qHTS Assay for Tau Filament Binding; Microtubule-associated protein tau (Homo sapiens), P10636; Potency, µM (highest dose often 57.1 µM), for the others: top-dose activity change, negative = inhibition; AID 596, 2007; recombinant tau filaments, thioflavin S fluorescence, 15 h; filaments grown with octadecylsulfate alongside compound; 71,000 tested, 2% active;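 note: potency is the fitted concentration of half-maximal effect; % is set by controls: 0 for no effect and ±100 for the full control effect; actives lower thioflavin S fluorescence by blocking filaments or displacing dye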
#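 Assay mix: 1 uM His-tagged tau, 30 uM sodium octadecylsulfate, thioflavine S dye in HEPES/NaCl/DTT buffer. Compound is added prior to the inducer. Fluorescence after 15 h at 37 C.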
# TexasRed autofl = qHTS Assay for Spectroscopic Profiling in Texas Red Spectral Region. 59,000 tested, 0.06% active. AID 587, 2007. max dye-equivalent concentration, M. Compound fluorescence, Texas Red channel, 547/618 nm; active compounds read high; in the data active = max dye-equivalent concentration above about 10 nM; inconclusive = between about 1.1 nM and that limit
#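 Dye-equivalent concentrations come from scaling compound signal (ex 547, em 618 nm) to six Texas Red standard concentrations run on every plate, after 15 min room-temperature incubation in pH 8.0 Tris (100 mM).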
# Casp1 inh = qHTS Assay for Allosteric/Competitive Inhibitors of Caspase-1 | AID 900, 2007 | Potency, µM (top dose mostly 57.5 µM), inactives show at the highest dose activity change, negative = inhibition, usual class: inhibitors | 75,000 tested, 0.03% active | Caspase-1 enzyme, Ac-WEHD-AFC fluorogenic rate;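 note: potency is the fitted concentration of half-maximal effect; plate controls were vehicle for no effect and no substrate for full effect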
# Fluorescein autfl = qHTS Assay for Spectroscopic Profiling in Fluorescein Spectral Region. max fluorescein-equivalent concentration, M. 59,000 tested, 0.91% active. Compound autofluorescence, 480/540 nm, fluorescein-equivalent; active compounds read high; in the data active = max fluorescein-equivalent concentration above about 10 nM; inconclusive = between about 1.1 nM and that limit
#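 Autofluorescence profiling; 100 mM Tris, pH 8.0; incubation 15 min at RT; ex/em 480/540 nm; result as fluorescein-equivalent concentration.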
# ERK AVP block = qHTS Assay for Inhibitors of the ERK Signaling Pathway using a Homogeneous Screening Assay. HEK293-V1b, vasopressin-stimulated pERK AlphaScreen. Potency, µM (highest dose often 57.5 µM), inactives show at the highest dose activity, negative = inhibition, actives largely listed as inhibitors. 72,000 tested, 0.99% active. AID 995, 2007; note: potency is the fitted concentration of half-maximal effect; % is set by controls: 0 for no effect and ±100 for the full control effect; nearly all actives have a fitted effect of over 55% in size
#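 Overnight-seeded V1b-HEK293 cells in 1% FBS got compound, then vasopressin (25 nM final, 5 min, 37C), then lysis buffer. AlphaScreen detection of phospho-ERK; activity normalized to basal and full-stimulation controls.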
# A350 autofl = qHTS Assay for Spectroscopic Profiling in A350 Spectral Region. Compound autofluorescence, 340/450 nm, Alexa 350 dye-equivalents; active compounds read high. max dye-equivalent concentration, M. 59,000 tested, 11% active. AID 590, 2007; in the data active = max dye-equivalent concentration above about 10 nM; inconclusive = mostly about 1.1 nM to 9.6 nM
# 4-MU autofl = qHTS Assay for Spectroscopic Profiling in 4-MU Spectral Region; 59,000 tested, 11% active; max dye-equivalent concentration, M; compound autofluorescence, 340/450 nm, 4-MU equivalents; active compounds read high; in the data active = max dye-equivalent concentration above about 10 nM; inconclusive = mostly about 1.1 nM to 9.6 nM
#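 Intrinsic fluorescence at 340/450 nm (ex/em) was read after 15 min at room temperature in pH 8.0, 100 mM Tris. Each compound concentration expressed as 4-MU-equivalent concentration from a six-point 4-MU standard series on each plate.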
# Caspase-7 inhib = qHTS Assay for Allosteric/Competitive Inhibitors of Caspase-7. P55210. 75,000 tested, 0.02% active. recombinant caspase-7, Ac-DEVD-AFC fluorescence rate. Potency, µM (top dose mostly 57.5 µM), for inactives: at the highest dose activity change, negative = inhibition, usual class: inhibitors; active = well fitted inhibition curve with a large enough effect in the main read-out, with a control signal flat, not every such curve was filed as active; inconclusive = small, poorly fitted or top-dose-only effect, or a change in a side signal; note: potency is the fitted concentration of half-maximal effect; % of control where 0% means no effect
# Target sequence (P55210 24-198 limits assumed): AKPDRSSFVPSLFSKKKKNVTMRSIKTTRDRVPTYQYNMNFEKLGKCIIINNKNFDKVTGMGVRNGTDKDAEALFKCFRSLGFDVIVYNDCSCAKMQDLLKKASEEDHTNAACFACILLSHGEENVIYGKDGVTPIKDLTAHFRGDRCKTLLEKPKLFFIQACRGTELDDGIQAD
# Target sequence (P55210 207-303 limits assumed): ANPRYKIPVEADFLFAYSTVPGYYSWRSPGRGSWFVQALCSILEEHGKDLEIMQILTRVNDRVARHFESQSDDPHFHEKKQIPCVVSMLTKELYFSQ
# Rhodamine autofl = qHTS Assay for Spectroscopic Profiling in Rhodamine Spectral Region. Rhodamine-region fluorescence, 547/598 nm, Tris buffer; active compounds read high. max dye-equivalent concentration, M. 59,000 tested, 0.05% active; in the data active = max dye-equivalent concentration above about 11 nM; inconclusive = between about 1.1 nM and that limit
#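 Read-out is relative fluorescence at 547 nm excitation and 598 nm emission, expressed as dye-equivalent concentration using rhodamine standards on every plate. Each compound was profiled across a concentration series after 15 min in 100 mM Tris, pH 8.0.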
# FLuc inh = qHTS Assay for Inhibitors of Firefly Luciferase; Luciferin 4-monooxygenase (Photinus pyralis), P08659; purified firefly luciferase, luminescence, 8 min; Potency, µM (doses to about 57.1 µM), for the others: top-dose activity change, negative = inhibition, usual class: inhibitors; 72,000 tested, 2.2% active; note: potency is the fitted concentration of half-maximal effect; % is set by controls: 0 for no effect and ±100 for the full control effect; nearly all actives have a fitted effect of over 40% in size
# Target sequence (P08659 whole entry, looked up): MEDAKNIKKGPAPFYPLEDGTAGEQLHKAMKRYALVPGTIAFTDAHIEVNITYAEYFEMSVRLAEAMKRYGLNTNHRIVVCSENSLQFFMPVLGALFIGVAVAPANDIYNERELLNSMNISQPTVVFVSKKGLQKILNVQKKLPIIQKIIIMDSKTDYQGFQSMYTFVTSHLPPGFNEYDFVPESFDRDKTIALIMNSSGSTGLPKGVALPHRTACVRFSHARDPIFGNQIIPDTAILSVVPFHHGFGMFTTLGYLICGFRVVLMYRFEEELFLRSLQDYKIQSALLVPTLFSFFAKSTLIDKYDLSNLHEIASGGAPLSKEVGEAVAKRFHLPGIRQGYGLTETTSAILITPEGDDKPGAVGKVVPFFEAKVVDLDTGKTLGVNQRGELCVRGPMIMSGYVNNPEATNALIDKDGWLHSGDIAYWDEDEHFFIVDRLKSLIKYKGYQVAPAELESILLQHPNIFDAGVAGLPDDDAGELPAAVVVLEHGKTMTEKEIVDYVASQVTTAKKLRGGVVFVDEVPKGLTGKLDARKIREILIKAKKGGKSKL
#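 Substrate buffer containing 10 uM ATP (pH 7.2 imidazole, Mg2+, KCl, detergent, BSA) is dispensed, compound pinned in, then luciferase/luciferin detector mix added. After 8 min at ambient temperature, light output is measured.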
# Numbers without * were called inactive; i = inactive; u = inconclusive; x = not tested or not shown; & = joins results of further samples; ! = repeats disagree; [ ] = remark or other dose. Unless noted, calls come from the whole dose curve; as a rule, active = well fitted curve in the direction sought with a large enough effect; inconclusive = small, poorly fitted or top-dose-only effect, or another doubt; inactive = no such curve, though single readings can be large; an effect the other way counts as inactive or inconclusive. These rows are one share of the data (hit frequency here may not be typical).
# Keys – A = HEK293 cAMP cs; B = Tau filament bind; C = TexasRed autofl; D = Casp1 inh; E = Fluorescein autfl; F = ERK AVP block; G = A350 autofl; H = 4-MU autofl; I = Caspase-7 inhib; J = Rhodamine autofl; K = FLuc inh
> COc1cccc(NC(=O)C2C3C=CC4(O3)C2C(=O)N(C(C)C)C4C(=O)NC2CCCCC2C)c1 (stereo not given)
  A = 8% | B = 8% | C = i | D = -1% | E = i | F = -1% | G = i | H = i | I = 1% | J = i | K = 2%

> CCOc1ccccc1N1CCN(C(=O)c2ccccc2)CC1
  A = 12% | B = -25% | C = i | D = -1% | E = i | F = 5% | G = i | H = i | I = 0% | J = i | K = 2%

> CCn1c(SCC(=O)Nc2nc(C)cs2)nnc1C(NC(=O)c1ccccc1Cl)C(C)C (stereo not given)
  A = 0% | B = -1% | C = i | D = 0% | E = u | F = -8% | G = i | H = i | I = 1% | J = i | K = -1%

> Cc1cccc(-n2nnnc2SCc2csc(-c3ccccc3)n2)c1
  A = u | B = 3% | C = i | D = -3% | E = i | F = 13% | G = i | H = i | I = -4% | J = i | K = 0%

> CC(=O)NC1(C(F)(F)F)C(=O)Nc2c1c(=O)[nH]c(=O)n2Cc1ccco1 (stereo not given)
  A = 8% | B = 1% | C = i | D = -1% | E = i | F = -14% | G = i | H = i | I = 0% | J = i | K = 0%

> O=C(CSc1nnc(-c2cnccn2)n1Cc1ccco1)c1ccc2ccccc2c1
  A = u | B = 14% | C = i | D = -5% | E = i | F = -12% | G = i | H = i | I = -5% | J = i | K = 0%

> CCOC(=O)CSc1nnc(CNc2ccccc2Cl)n1-c1ccccc1
  A = u | B = -3% | C = u | D = 1% | E = u | F = 3% | G = i | H = i | I = -3% | J = i | K = 2%

> Cc1c(Cl)cccc1Nc1ccccc1C(=O)O
  A = 18%[25.6 µM] | B = 1%[25.6 µM] | C = i | D = -2% | E = u | F = 0% | G = 1.2e-08M*! | H = u | I = -26% | J = i | K = 2%&6%[25.5 µM]

> CCOC(=O)C1/C(=N\O)CC(C)(O)C(C(=O)OCC)C1c1ccc(N(C)C)cc1 (stereo not given)
  A = x | B = x | C = i | D = x | E = i | F = x | G = i | H = i | I = x | J = i | K = 0%[25.5 µM]

> COc1cccc(CNC(=O)c2ccc3nc[nH]c3c2)c1
  A = 11% | B = -5% | C = i | D = -2% | E = i | F = -9% | G = i | H = i | I = -3% | J = i | K = -2%

# (list continues)
# Keys – A = HEK293 cAMP cs; B = Tau filament bind; C = TexasRed autofl; D = Casp1 inh; E = Fluorescein autfl; F = ERK AVP block; G = A350 autofl; H = 4-MU autofl; I = Caspase-7 inhib; J = Rhodamine autofl; K = FLuc inh
> c1cncc(CNc2nc(N3CCOCC3)nc(N3CCOCC3)n2)c1
  A = -7% | B = -2% | C = x | D = 3% | E = x | F = -9% | G = x | H = x | I = 0% | J = x | K = 2%

> CSCC[C@@H](Nc1nc(-c2ccccc2)nc2c1oc1ccccc12)C(=O)O
  A = -7% | B = -1% | C = i | D = -1% | E = u | F = 2% | G = i | H = i | I = -3% | J = i | K = -4%

> OC(COc1ccc(Br)cc1)CN1CCOCC1 (stereo not given)
  A = u | B = -7% | C = u | D = 0% | E = u | F = 8% | G = i | H = i | I = 6% | J = i | K = -34%

> COc1ccc(-c2noc(CCC(=O)NCC3CCN(Cc4cccc(C)c4)CC3)n2)cc1
  A = u | B = -13% | C = i | D = 1% | E = i | F = -2% | G = i | H = i | I = 0% | J = i | K = -1%

> O=C(CCN1C(=O)C2C3C=CC(C3)C2C1=O)NCCN1CCCc2ccccc21 (stereo not given)
  A = 4% | B = 37% | C = i | D = -8% | E = i | F = 19% | G = u | H = u | I = -6% | J = i | K = -3%

> CC12CC(c3ccccc3O1)C(C(=O)NCc1ccccc1)C(=O)N2 (stereo not given)
  A = 6% | B = -3% | C = i | D = -1% | E = i | F = 21% | G = u | H = u | I = -1% | J = i | K = 1%

> Nc1ncnc(Nc2ccccc2C(F)(F)F)n1
  A = 2% | B = 3% | C = i | D = 0% | E = i | F = -20% | G = i | H = i | I = 0% | J = i | K = 0%

> Cc1ccc2c(CN3C(=O)NC(C)(c4ccc5c(c4)OCO5)C3=O)cc(=O)oc2c1 (stereo not given)
  A = 17% | B = -11% | C = i | D = -4% | E = u | F = -19% | G = i | H = i | I = -3% | J = i | K = u

> Cc1ccc(NS(=O)(=O)c2cc(C(=O)N3CCN(C)CC3)ccc2C)cc1
  A = 13% | B = -6% | C = i | D = -1% | E = i | F = -18% | G = u | H = i | I = -1% | J = i | K = 2%

# Laid out differently: 4 of the compounds above
structure: COc1ccc(-c2noc(CCC(=O)NCC3CCN(Cc4cccc(C)c4)CC3)n2)cc1
  HEK293 cAMP cs = u; Tau filament bind = -13%; TexasRed autofl = i; Casp1 inh = 1%; Fluorescein autfl = i; ERK AVP block = -2%; A350 autofl = i; 4-MU autofl = i; Caspase-7 inhib = 0%; Rhodamine autofl = i; FLuc inh = -1%

structure: O=C(CCN1C(=O)C2C3C=CC(C3)C2C1=O)NCCN1CCCc2ccccc21 (stereo not given)
  HEK293 cAMP cs = 4%; Tau filament bind = 37%; TexasRed autofl = i; Casp1 inh = -8%; Fluorescein autfl = i; ERK AVP block = 19%; A350 autofl = u; 4-MU autofl = u; Caspase-7 inhib = -6%; Rhodamine autofl = i; FLuc inh = -3%

structure: CC12CC(c3ccccc3O1)C(C(=O)NCc1ccccc1)C(=O)N2 (stereo not given)
  HEK293 cAMP cs = 6%; Tau filament bind = -3%; TexasRed autofl = i; Casp1 inh = -1%; Fluorescein autfl = i; ERK AVP block = 21%; A350 autofl = u; 4-MU autofl = u; Caspase-7 inhib = -1%; Rhodamine autofl = i; FLuc inh = 1%

structure: Nc1ncnc(Nc2ccccc2C(F)(F)F)n1
  HEK293 cAMP cs = 2%; Tau filament bind = 3%; TexasRed autofl = i; Casp1 inh = 0%; Fluorescein autfl = i; ERK AVP block = -20%; A350 autofl = i; 4-MU autofl = i; Caspase-7 inhib = 0%; Rhodamine autofl = i; FLuc inh = 0%
